# ANO1 activ: activators or potentiators of mouse TMEM16A chloride channel; 340,000 tested, 0.3% active; HEK293 TMEM16A/YFP-H148Q/I152L, iodide quench fluorescence; hits give low values; B-score at 10 µM; Q8BHY3;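 active = fluorescence-ratio B-score plate-corrected deviation score at least 3 library SD below zero, with starting fluorescence score within 5 deviations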;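 note: channel opened by trigger with iodide after compound preincubation; score built on the fluorescence ratio of max minus min over baseline; more negative score means more quench and so TMEM16A activation or potentiation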
# SKKanGAS inh: inhibitors of SKKanGAS S. pyogenes growth in kanamycin (SK-promoter or general growth effect). BacTiter-Glo, 6 h. inhibition, % at 7.5 µM. 300,000 tested, 1.3% active. AID 1662;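 active = mean replicate score, as percent of positive control median, at least 50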;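 note: strain carries kanamycin resistance gene driven by streptokinase promoter and grows in 40 µg/ml kanamycin; loss of luminescence reflects streptokinase promoter inhibition or plain growth inhibition; 0% = median of DMSO wells and 100% = positive control at its reference dose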
# HDAC3 inhib: inhibitors of human histone deacetylase 3 | O15379 | recombinant HDAC3, fluorogenic peptide/trypsin coupled, fluorescence | inhibition, % at 8.3 µM | 320,000 tested, 0.15% active | AID 2718; in the data active = inhibition above about 26%, passing the limit was not always enough
# hERG rescue: shields human hERG channel from block by proarrhythmic agents; Q12809; CHO-hERG, FluxOR thallium flux, dofetilide IC70 present; activation (rescue from dofetilide block), less the hit threshold, % at 10 µM; 310,000 tested, 0.51% active;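 active = activation above the mean of controls blocked by dofetilide plus 5 SD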;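 note: thallium influx through hERG after potassium depolarization seen as dye fluorescence rise; in these data hits start at about 4.7%; inactives centre near -7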
# KCNK3 inh: human KCNK3 channel inhibition, primary screen | O14649 | CHO-KCNK3 thallium flux, FluxOR fluorescence; hits give low values | B-score at 10 µM | 340,000 tested, 0.84% active | AID 602410;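 active = B-score under library mean minus 4 SD, starting fluorescence ratio at most library mean plus 5 SD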;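 note: more negative B-score means stronger inhibition of thallium flux through KCNK3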
# Target sequence (O14649 whole entry, looked up): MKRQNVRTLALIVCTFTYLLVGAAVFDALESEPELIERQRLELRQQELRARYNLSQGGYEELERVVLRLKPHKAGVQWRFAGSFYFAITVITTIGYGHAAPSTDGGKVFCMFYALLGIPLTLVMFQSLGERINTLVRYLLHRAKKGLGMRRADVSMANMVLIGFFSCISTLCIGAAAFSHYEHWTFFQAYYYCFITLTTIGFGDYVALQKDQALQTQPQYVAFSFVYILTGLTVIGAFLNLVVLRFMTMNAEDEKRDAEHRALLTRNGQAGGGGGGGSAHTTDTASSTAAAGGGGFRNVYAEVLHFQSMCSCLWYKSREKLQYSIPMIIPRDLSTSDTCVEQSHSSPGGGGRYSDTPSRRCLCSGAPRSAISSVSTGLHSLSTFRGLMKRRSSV
# KCNK9 inh: inhibitors of human KCNK9 two-pore domain potassium channel; HEK293 KCNK9, FluxOR thallium flux fluorescence; hits give low values; B-score at 10 µM; 310,000 tested, 1.2% active; AID 488922;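 active = ratio B-score over 3 SD below the library mean, with starting fluorescence within 5 SD of its mean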;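 note: negative B-score means less thallium flux so channel inhibition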
# Target sequence (Q9NPC2 whole entry, looked up, the tested form may be a part): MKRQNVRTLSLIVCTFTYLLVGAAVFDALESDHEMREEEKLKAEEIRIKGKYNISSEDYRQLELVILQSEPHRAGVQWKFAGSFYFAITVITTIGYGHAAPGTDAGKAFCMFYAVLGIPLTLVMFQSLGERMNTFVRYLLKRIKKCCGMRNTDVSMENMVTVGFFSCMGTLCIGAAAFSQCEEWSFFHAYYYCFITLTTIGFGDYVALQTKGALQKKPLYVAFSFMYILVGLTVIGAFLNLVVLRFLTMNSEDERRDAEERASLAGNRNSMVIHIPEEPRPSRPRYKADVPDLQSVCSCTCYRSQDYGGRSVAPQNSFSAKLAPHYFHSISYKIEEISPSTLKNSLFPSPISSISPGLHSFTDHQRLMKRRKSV
# KCNQ1 inh: inhibitors of human KCNQ1 potassium channel; P51787; CHO-K1 KCNQ1, FluxOR thallium flux fluorescence; hits give high values; B-score at 10 µM; 310,000 tested, 1.3% active;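 active = compounds whose thallium flux B-score, printed positive for inhibition, exceeds three library SD while starting fluorescence stays within three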;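 note: channel opened by potassium depolarization with thallium stimulus after 20 min compound exposure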
# KCNQ1 pot: potentiators or activators of human KCNQ1 potassium channel; P51787; CHO-K1 KCNQ1, thallium flux FluxOR fluorescence; hits give high values; B-score at 10 µM; 310,000 tested, 0.35% active; AID 2648;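 active = fluorescence ratio B-score, a plate-corrected score, at least three library SD, with initial intensity B-score within 5 SD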
#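 Assay system: CHO-K1 cells stably expressing KCNQ1. Medium: assay buffer for compound exposure, DMSO matched across wells. Timing: 37 °C overnight plating, 90-min dark dye load, 20-min compound pretreatment. Signal: kinetic FluxOR fluorescence, 10 s baseline plus 110 s post-stimulus.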
# TMEM16A inh: mouse TMEM16A channel inhibition, primary screen; Q8BHY3; HEK293 TMEM16A/YFP iodide influx fluorescence, ionomycin; normalized B-score (activity score, 25-100; higher = stronger inhibition) at 10 µM; 310,000 tested, 1.2% active; AID 588511;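 active = ratio plate-corrected score three or more library SD toward inhibition, starting fluorescence score within five deviations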;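 note: score derived from kinetic fluorescence span divided by baseline fluorescence per well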
# RGS4 block: human RGS4 inhibition. AID 463165. 310,000 tested, 0.45% active. B-score at 10 µM. HEK293 M3R/RGS4 inducible, Fluo-4 calcium flux; hits give high values; triggered by carbachol at its EC20;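 active = B-score, a plate-corrected calcium signal, over three deviations above library mean, with baseline fluorescence within five deviations of library mean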;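 note: RGS4 expression induced by doxycycline in cells with stable M3 receptor; B-score is computed from the integrated fluorescence ratio over baseline after carbachol; higher B-score means a larger calcium signal and so more RGS4 inhibition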
# Target sequence (P49798 whole entry, looked up): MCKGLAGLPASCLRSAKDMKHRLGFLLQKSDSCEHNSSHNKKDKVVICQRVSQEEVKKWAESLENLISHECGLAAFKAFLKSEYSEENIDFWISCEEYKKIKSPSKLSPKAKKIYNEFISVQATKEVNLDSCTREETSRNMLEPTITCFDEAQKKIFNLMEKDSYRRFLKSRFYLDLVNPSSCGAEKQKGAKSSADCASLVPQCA
# RGS4 pot: potentiators or activators of RGS4; AID 463111; HEK293 M3R/inducible RGS4, carbachol calcium flux Fluo4; hits give low values; 310,000 tested, 0.92% active; B-score at 10 µM;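 active = B-score of the integrated calcium signal more than 4 SD below the library mean, with starting fluorescence not abnormally high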;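 note: negative B-score means reduced calcium response which marks RGS4 activation or potentiation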
#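 Assay system: HEK293 FlpIn-TREx cells, stable M3R, doxycycline-inducible RGS4 / Probe or stimulus: carbachol, ECmax concentration / Times: overnight RGS4 induction, 30 min dye load 37 °C, 20 min compound RT / Signal: kinetic calcium fluorescence imaging with Fluo4-AM dye, 2 µM / Measure: Agonist-evoked peak-minus-minimum fluorescence over baseline, integrated ratio, B score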
# * marks the source's active call; other numbers are inactive results; i = inactive; . = not tested or not shown. Compounds as they come. About 6.3% of those tested had a hit in this group.
SMILES,ANO1 activ,SKKanGAS inh,HDAC3 inhib,hERG rescue,KCNK3 inh,KCNK9 inh,KCNQ1 inh,KCNQ1 pot,TMEM16A inh,RGS4 block,RGS4 pot
CCCCOc1ccc(-c2csc(N)n2)cc1[N+](=O)[O-],i,0.1,8.5,0.1,i,i,i,i,i,i,i
O=C1CCC([N+](=O)[O-])C(c2ccccc2C(F)(F)F)N1 (stereo not given),i,-3.5,0.4,-5.2,i,i,i,i,i,i,i
Cc1ccccc1NC(=S)C1=C(O)c2sccc2N(C)S1(=O)=O,i,5.6,-0.8,-1.1,i,i,i,i,i,i,i
CC(C)C(C)(C#N)NC(=O)CSc1nnc(-c2ccncc2)n1Cc1ccccc1 (stereo not given),i,4.3,-1.9,-9.3,i,i,i,i,25*,i,i
COCCNCC#CCOc1ccc(OC)cc1,i,-5.9,-8.2,-5.9,i,i,i,i,i,i,i
O=C(CCc1nc(-c2ccccc2Cl)no1)NC1CCCC1,i,9.9,2.8,-4.1,i,i,i,i,i,i,i
COc1ccc(CC(=O)Nc2ccc(-c3noc(COc4ccccc4C)n3)cc2)cc1,i,-4.3,.,-3.2,i,i,i,i,i,i,i
COc1ccccc1OCCNC(=O)c1ccccc1C,i,0.7,.,-8.9,i,i,i,i,i,i,i
O=C(CC1CCCC1)NCCS(=O)(=O)N1CCN(c2ccccc2F)CC1,i,-0.5,-5.9,-10.4,i,i,i,i,i,i,i
O=C(NC(=S)Nc1ccccc1N1CCOCC1)c1ccc([N+](=O)[O-])cc1,i,0.9,-1.3,-8.1,i,i,i,i,i,i,i
COCCCN1C(=O)C(=O)/C(=C(/O)c2ccc3c(c2)CC(C)O3)C1c1cccnc1 (stereo not given),i,-0.8,3.1,-4.6,i,i,i,i,i,i,i
COCCNc1nc2c(c(=O)n(Cc3ccc(OC)cc3)c(=O)n2C)n1C,i,-1.3,-4.6,0.0,i,i,i,i,i,i,i
O=C(CN(Cc1ccc(F)cc1)C(=O)CCC(=O)Nc1nccs1)NCC1CCCO1 (stereo not given),i,1.6,-12.6,-2.7,i,i,i,i,i,i,i
O=C(NCc1cccc2[nH]ccc12)C1CCC(=O)N(CCc2ccc(Cl)cc2)C1 (stereo not given),i,1.0,.,-11.6,i,i,i,i,i,i,i
COCc1cc(=O)n2[nH]cc(-c3ccccc3)c2n1,i,8.0,-71.3,-1.1,i,i,i,i,i,i,i
O=C(CN1CCN(c2ccccc2)CC1)Nc1ccc(OCc2ccccc2)cc1,i,9.0,-2.3,-17.1,i,i,i,i,i,i,i
O=C(Nc1nnc(CCc2ccccc2)s1)c1ccccc1F,i,-3.8,4.2,0.1,i,i,i,i,i,i,i
O=C(c1ccccc1)N1CCN(Cc2ccccc2C(F)(F)F)CC1,i,11.0,6.0,-21.1,i,i,i,i,i,i,i
CC(=O)N(C)c1ccc(N2CCOCC2)c2c1C(=O)c1ccccc1C2=O,i,-0.1,-5.3,-7.8,i,i,i,i,i,i,i
CC(C)[C@H](NC(=O)Nc1ccc(Oc2ccccc2)cc1)C(=O)O,i,-5.7,7.7,-5.8,i,i,i,i,i,i,i
O=C(O)CC12CC3CC(C1)CC(n1ncc(NCC4CCCO4)c(Cl)c1=O)(C3)C2 (stereo not given),i,15.8,7.4,-5.4,i,i,i,i,i,i,i
CS(=O)(=O)Nc1cccc(C2=NN(C(=O)CCC(=O)O)C(c3cccs3)C2)c1 (stereo not given),i,-4.7,-3.8,-3.4,i,i,i,i,i,i,i
COc1ccc(OC)c(NC(=O)CCCN2C(=O)C3C4C=CC(C4)C3C2=O)c1 (stereo not given),i,-0.4,-1.7,-0.3,i,i,i,i,i,i,i
CC(=O)N1CCc2cc(Br)cc(S(=O)(=O)N3CCC(C(=O)O)CC3)c21,i,0.3,-2.8,-7.7,i,i,i,i,i,i,i
CCCN(CCC)Cc1c(C(=O)N/N=C/c2ccco2)nnn1-c1nonc1N,i,-0.2,2.4,-6.6,i,i,i,i,i,i,i
C/C(=N/NC(=O)CCc1ccccc1)c1ccco1,i,-15.8,-3.2,-5.4,i,i,i,i,i,i,i
CC1CCCCN1C(=S)NCCc1ccccc1 (stereo not given),i,3.4,-1.0,-5.1,i,i,i,i,i,i,i
CCS(=O)(=O)N1Cc2ccccc2CC1C(=O)Nc1nnc(C2CC2)s1 (stereo not given),i,3.4,8.3,-4.6,i,i,i,i,i,i,i
CCc1c(C)nc(N)n2c(SCC(=O)NC3CCCCC3)nnc12,i,-7.2,-2.0,-8.5,i,i,i,i,i,i,i
Nc1nc(-c2ccc3c(c2)CCC(=O)N3)cs1,i,-6.7,5.0,-10.7,i,i,i,i,i,i,i
COc1cccc(C2C(C(C)=O)=C(C)Nc3ncnn32)c1 (stereo not given),i,-2.1,4.6,-5.3,i,i,i,i,i,i,i
COc1ccc2c(c1)CCNC2Cc1ccc(OC)c(O)c1 (stereo not given),.,2.4,-9.4,-5.5,.,i,i,i,i,i,i
CCCc1ccc(C(=O)N2CCN(c3ccccc3OCC)CC2)cc1,i,-3.0,1.9,-18.8,i,i,i,i,i,i,i
COc1ccc(NC(=O)c2c(C)nn(Cc3ccccc3)c2C)cc1S(=O)(=O)N(C)C,i,3.7,5.8,-11.0,i,i,i,i,i,i,i
CCOC(=O)C(=NCCCN(C)C)NNc1cc(C(F)(F)F)ccc1Cl,i,2.7,2.2,-13.3,i,i,i,i,i,i,i
CCOC(=O)c1nc(C)sc1-c1ccnn1S(=O)(=O)c1ccc(Cl)cc1Cl,i,-0.5,-0.7,-7.4,i,i,i,i,i,i,i
CC(C)N(CCO)Cc1nc(C(c2ccccc2)c2ccccc2)no1,i,-2.2,-1.9,0.7,i,i,i,i,i,i,i
O=C(Nc1cccc2[nH]ncc12)NS(=O)(=O)c1ccccc1,i,1.7,0.7,-5.2,i,i,i,i,i,i,i
O=C(/C=C/c1ccccc1)NC(=S)NNC(=O)Cc1cccs1,i,78.9*,2.6,-3.6,i,i,i,i,i,i,i
CCc1ccc(S(=O)(=O)Nc2ccc(O)c3ccccc23)cc1,i,8.3,1.0,0.2,i,i,i,i,i,4.7*,i

# Part of the list above, with bars between the fields:
SMILES | ANO1 activ | SKKanGAS inh | HDAC3 inhib | hERG rescue | KCNK3 inh | KCNK9 inh | KCNQ1 inh | KCNQ1 pot | TMEM16A inh | RGS4 block | RGS4 pot
CC(C)N(CCO)Cc1nc(C(c2ccccc2)c2ccccc2)no1 | i | -2.2 | -1.9 | 0.7 | i | i | i | i | i | i | i
O=C(O)CC12CC3CC(C1)CC(n1ncc(NCC4CCCO4)c(Cl)c1=O)(C3)C2 (stereo not given) | i | 15.8 | 7.4 | -5.4 | i | i | i | i | i | i | i

# The listing picks up, starting 4 compounds before the break.
SMILES,ANO1 activ,SKKanGAS inh,HDAC3 inhib,hERG rescue,KCNK3 inh,KCNK9 inh,KCNQ1 inh,KCNQ1 pot,TMEM16A inh,RGS4 block,RGS4 pot
CC(C)N(CCO)Cc1nc(C(c2ccccc2)c2ccccc2)no1,i,-2.2,-1.9,0.7,i,i,i,i,i,i,i
O=C(Nc1cccc2[nH]ncc12)NS(=O)(=O)c1ccccc1,i,1.7,0.7,-5.2,i,i,i,i,i,i,i
O=C(/C=C/c1ccccc1)NC(=S)NNC(=O)Cc1cccs1,i,78.9*,2.6,-3.6,i,i,i,i,i,i,i
CCc1ccc(S(=O)(=O)Nc2ccc(O)c3ccccc23)cc1,i,8.3,1.0,0.2,i,i,i,i,i,4.7*,i
Cc1ccc(CNC(=O)CCC(=O)c2cccs2)cc1,i,-4.2,8.2,-10.2,i,i,i,i,i,i,i
Cc1noc(C)c1C(=O)OCC(=O)NC(c1ccccc1)c1ccccc1,i,-11.7,7.3,-7.0,i,i,i,i,i,i,i
Cc1ccc(NC(=O)Cn2sc3nc(C)cc(C)c3c2=O)c(Cl)c1,i,-3.4,0.4,-11.8,i,i,i,i,i,i,i
CCOc1cccc(CN(CC)CC2CCCN(CCc3cccc(OC)c3)C2)c1O (stereo not given),i,6.4,-3.3,-5.0,i,i,i,i,i,i,i
CCOC(=O)c1ccc(S(=O)(=O)Nc2nc3cc(S(=O)(=O)NC4=NCCCCC4)ccc3s2)cc1,i,11.8,4.1,-9.8,i,i,i,i,i,i,i
O=C(NCCc1ccc(Cl)cc1)C1CCC(CNc2c(N3CCCCC3)c(=O)c2=O)CC1 (stereo not given),i,0.0,5.7,-3.4,i,i,i,i,i,i,i
CCc1ccc2[nH]c3nc(SCc4nnc(-c5ccc(C)cc5)o4)nnc3c2c1,i,-6.0,-2.7,-0.3,i,i,i,i,i,i,i
Cc1cc(C(=O)N2CCN(C/C=C/c3ccccc3)CC2)cs1,i,-0.5,-0.1,-3.6,i,i,i,i,i,i,i
N#CC1=C(N)Oc2cc(N)ccc2C1c1cccc(Br)c1 (stereo not given),i,5.4,2.0,-2.0,i,i,i,i,i,i,i
Cc1ccc(-c2nn3c(C)nnc3s2)cc1NC(=O)c1ccc(-c2cccc(Cl)c2)o1,i,26.4,.,-22.3,i,i,i,i,.,i,i
CN(C(=O)COc1ccccc1)c1nnc(-c2cccnc2)s1,i,0.1,-1.9,-12.2,i,i,i,i,i,i,i
CCOC(=O)c1cc(NC(=O)SCC(=O)O)c(C)nc1C,i,-3.2,0.2,-5.3,i,i,i,i,i,i,i
Cn1c(CNC(=O)c2ccc3c(c2)OCO3)nnc1SCC(=O)Nc1ccc(F)cc1F,i,-9.5,-3.1,-6.8,i,i,i,i,i,i,i
Cc1ccc(NC(=S)N2CCN(Cc3ccc4c(c3)OCO4)CC2)c(C)c1,i,-0.3,2.1,-4.4,i,i,i,i,i,i,i
C[C@@H](C(=O)N1CCN(Cc2ccc3c(c2)OCO3)CC1)n1nnc2ccccc2c1=O,i,-6.3,-0.9,-7.7,i,i,i,i,i,i,i
Cc1ccc(N(CC(=O)NC2CC3CCC2C3)S(C)(=O)=O)cc1C (stereo not given),i,-5.7,1.2,-9.9,i,i,i,i,i,i,i

# Assay outcomes: PubChem, several laboratories
